Growth percent in the NCI-60 one-dose screen (48 h, 10 µM unless noted): 100 = growth as untreated, 0 = no growth, -100 = all killed.
MDA-MB-231 – MDA-MB-231 breast cancer. 81,000 tested, 5% active
CCRF-CEM – CCRF-CEM leukemia; 77,000 tested, 7% active; AID 1794778
MCF7 – MCF7 breast cancer; 82,000 tested, 6.3% active; AID 1794796
MOLT-4 – MOLT-4 leukemia cells. 80,000 tested, 6.9% active. AID 1794779
SR – SR leukemia cells; 73,000 tested, 8.7% active
MDA-MB-468 – MDA-MB-468 breast cancer; AID 2202374; 78,000 tested, 8.5% active
K-562 – K-562 leukemia. 78,000 tested, 7.4% active
RPMI-8226 – RPMI-8226 leukemia cells; AID 1794781; 77,000 tested, 7.5% active
* hit, by the source's call; · = no result given; ! = a repeat was not active; [ ] = another dose, or the depositor's remark. The calls were made as follows: active = growth percent below 10; inactive = the rest.

structure	MDA-MB-231	CCRF-CEM	MCF7	MOLT-4	SR	MDA-MB-468	K-562	RPMI-8226
CC(C)[C@H]1CC[C@@](C)(C(=O)OCc2ccc3c(c2)OCO3)C1	99	105	98	104	104	98	103	105
CCC(=O)c1ccc([N+](=O)[O-])o1	109	94	91	67	78	99	80	97
COc1ccccc1NC(=O)/C(=C\n1c(=S)[nH]c2ccc([N+](=O)[O-])cc21)C(C)=O	108	102	94	102	83	110	105	99
COc1ccc(C2=CC(c3cc(OC)c(OC)c(OC)c3)n3ncnc3N2)cc1 (configuration not stated)	8.4*	14	15	17	10	32	9.6*	24
COc1ccc2c(c1)nc(N)c1c3cccnc3cn21	22	23	20	31	6.8*	13	18	34
CC(=O)OCC1OC(n2ccc(=O)[nH]c2=O)C(OC(C)=O)C1OC(C)=O (configuration not stated)	110	98	89	105	128	107	110	107
Cc1cc(C)nc(NS(=O)(=O)c2ccc(Nc3nc4nc(=S)[nH]c(-c5ccc(O)cc5)c4c(=O)[nH]3)cc2)n1	79	76	112	84	80	·	77	72
COc1cc2nc3c(=O)n(-c4ccc(C#N)cc4)cnn3c(=O)c2cc1OC	103	143	103	91	94	97	106	115
O=C(O)c1ccccc1/C=N\Nc1ccc([N+](=O)[O-])cn1	108	115	107	109	108	107	99	104
COc1cc(/C=C2\Oc3cc(OCC(=O)c4ccccc4)ccc3C2=O)cc(OC)c1OC	96	73	99	91	·	97	105	107
CCOc1ccc(C2OCCC(C)O2)cc1OC (configuration not stated)	109	112	102	103	103	104	109	117
Cc1cccc(-c2cc(O)c(C(=O)Nc3ccccc3)s2)c1	94	81	81	87	86	102	74	72
COC(=O)c1cc(C(C)=O)ccc1O	120	104	92	·	·	106	·	107
CNc1nc2c(s1)C(c1c(C)sc3ccccc13)CC(=O)N2 (configuration not stated)	96	102	91	91	·	72	77	93
NC(=O)NN=C1CCCCC1	104	111	96	102	94	107	106	108
COC1=C[C@@]23CCCN2CCc2cc4c(cc2[C@H]3[C@H]1OC(=O)CCCC(C)C)OCO4	106	102	97	106	98	114	98	103
CCNCCNc1cc(-c2ccc(Cl)c(Cl)c2)c(C#N)c2nc3ccccc3n12	-77*	-30*	-72*	-43*	-31*	-81*	-65*	-39*
O=c1[nH]cc(F)c(=S)[nH]1	120	129	93	101	98	113	94	114
CC(=O)CC/C=C(\C)CCC=C(C)C	106	98	102	105	106	90	114	107
COc1ccc(C(=O)Nc2nc(-c3ccc(OC)cc3)cs2)cc1	97	113	95	109	105	103	119	94
CCc1c(-c2ccccc2)n[nH]c1-c1[nH]nc(-c2ccccc2)c1CC	·	87	112	111	·	115	92	102
CS(=O)(=O)OCC(COS(C)(=O)=O)C(c1ccccc1)c1ccccc1	96	100	101	76	75	102	101	·
Nc1nonc1-n1nncc1-c1ccc(Cl)s1	108	·	95	90	82	89	100	90
CC(=O)c1ccc2c(c1)Cc1cc(C(C)=O)ccc1-2	99	102	84	100	84	105	100	88
C[C@]1(O)CC(=O)[C@]2(O)C3=C(C=C[C@]2(O)C1)C(=O)c1c(O)cccc1C3=O	30	0.4*	-60*	-13*	11	-57*	5.4*	-0.2*
CC(=O)OCCc1ccc(CCc2ccccc2)cc1	93	93	113	116	118	113	111	100
CC1=C2CC/C(C)=C/CC[C@]3(C)O[C@H]3CC/C(C)=C/[C@@H]2OC1=O	84	106	96	98	·	99	109	107
CCOC(=O)CCCN1C/C(=C\c2ccc(OC)cc2)C(=O)c2ccccc21	107	107	98	100	·	100	88	100
Oc1ccc(/C=N/c2n[nH]c(-c3ccccc3)n2)c(O)c1O	75	52	45	86	65	70	71	39
COc1ccc(C2CC(c3cccc(OC)c3)=NN2C(=O)c2cc(OC)c(OC)c(OC)c2)cc1 (configuration not stated)	34	8.7*	16	9.3*	·	29	5.9*	15
COc1ccc(-c2nnc(CNc3ccc(F)cc3)o2)cc1OC	70	92	75	78	74	80	62	66
O=C1/C(=C/c2ccccc2)SC(=NC2CCCCC2)N1Nc1ccccc1	74	110	58	58	66	77	70	73
O=C(O)c1cc(=O)cc(C(=O)O)o1	107	119	94	107	97	81	93	104
N#C/C(=C\c1ccc(C(F)(F)F)cc1)C(=O)Nc1sc2c(c1C#N)CCCC2	98	102	91	106	96	98	95	98
Cc1ccc(-c2nn(-c3ccccc3)cc2/C=C/C(=O)n2cnc3ccccc32)cc1	101	115	91	114	107	91	107	106
O=C(COc1ccc(NC(=O)Nc2ccccc2)cc1)N=Nc1c(O)[nH]c2ccc([N+](=O)[O-])cc12	-42*	18	-2.5*	3.7*	19	-70*	10	54
CC(C)(C)c1ccc(NCc2cn(-c3ccc(C(=O)O)cc3)nc2-c2ccccc2)cc1	94	·	95	80	70	104	80	82
CCOC(=O)c1c(C)nc2c(c1N)CC(=O)N2Cc1ccccc1	96	119	87	102	96	86	90	84
CCOC(=O)C(C(=O)OCC)(C1CCCCCC1)N1CCCCC1	105	95	98	91	92	112	97	97
CCCCC(S(=O)(=O)CC)S(=O)(=O)CC	107	·	104	92	78	100	103	100
CC(=O)Oc1ccc(CC(C(=O)O)c2ccccc2)cc1 (configuration not stated)	113	102	97	95	91	100	98	105
C=CCn1c(SCC(=O)Nc2cccc(C(=O)/C=C/c3ccc(Br)cc3)c2)nc2ccccc2c1=O	81	96	27	·	·	100	·	-3.9*
CCCCNc1nc(SC)nc(-c2cccc(N)c2)c1C#N	81	102	90	98	·	112	96	99
CCCCCCCCCCNc1nc(N)nc(Nc2ccc(C)cc2)n1	81	87	75	97	62	93	79	74
CCOC(=O)c1cccc(NC(=O)CN2CCOCC2)c1	109	78	102	106	108	102	99	91
O=C1C(Cl)=C(Cl)C(=C2C(Cl)=C(Cl)C(=O)C(Cl)=C2Cl)C(Cl)=C1Cl	112	79	94	88	95	117	86	67
N#Cc1c(-c2ccccc2Br)n2c(nc1=O)SC(=O)C2	112	93	91	91	103	97	108	94
Cn1cc(-c2nc(-c3c[nH]c4ncccc34)cs2)c2ccccc21	43	75	11	78	40	-19*	66	64
Cc1nc(NC(=S)Nc2ccc(F)cc2)sc1C(=O)NNC(=S)Nc1ccc(F)cc1	78	40	72	37	82	45	51	-17*
Cc1[nH]n(-c2cccc(Cl)c2)c(=O)c1/C=C1\C=Nc2ccc(Br)cc21	17	6.4*	34	27	·	36	64	14
CCOC(=O)C1=C(C)Nc2nc3ccccc3n2C1c1cccs1 (configuration not stated)	94	100	85	97	89	91	92	102
COc1ccc(NC(C)=O)c(N)c1	109	101	100	101	105	101	112	105
CC(C)=CCN1CCC(C(=O)Nc2ccc(-c3nc4ccccc4[nH]3)cc2)CC1	87	98	87	68	73	94	81	94
C=C(C)CSC(=S)NNc1ccccc1	88	94	95	98	101	·	100	95
c1ccc(-c2nnc(Cn3cnnc3)o2)cc1	95	89	97	93	98	106	91	92
CCCCCCCCCCCCCCCCCC1=NCCCN1CCO	88	97	87	102	96	110	100	103

The list goes on.
structure	MDA-MB-231	CCRF-CEM	MCF7	MOLT-4	SR	MDA-MB-468	K-562	RPMI-8226
COc1cc(-c2nc(-c3nnc(-c4ccc(OC(F)(F)F)cc4)o3)c3ccccn23)cc(OC)c1OC	71	43	73	47	59	69	52	37
COc1ccc(C2C(C#N)=C(N)Oc3n[nH]c(-c4cccs4)c32)cc1Br (configuration not stated)	95	75	72	76	58	94	·	78
CN(/C(N)=N/N=C(c1ccccn1)c1ccccn1)C1CCCCC1	102	92	106	91	89	97	98	101
N#Cc1c(N)nc2c(c1N)C(Sc1ccc(Br)cc1)c1ccc(O)cc1O2 (configuration not stated)	118	52	86	74	84	93	·	93
COc1ccc(C(=O)C[C@]2(O)C(=O)Nc3c(Cl)ccc(Cl)c32)cc1	49	16	20	34	·	-7.3*	14	20
CCOc1ccc(C)cc1N	107	91	95	90	96	110	97	92
Cc1cc(=O)oc2cc(OC(=O)N(C(C)C)C(C)C)ccc12	99	100	91	94	·	99	86	108
COc1cc(C(=O)c2cnc(-c3cccc4[nH]ccc34)[nH]2)cc(OC)c1OC	-3.5*	10	22	14	14	-2.5*	8.9*	16
Cc1ccc2nc(C)cc(Nc3cccc(C(F)(F)F)c3)c2c1	84	83	91	81	81	97	83	87
O=[N+]([O-])c1cccc(-c2nc3sccn3c2-c2ccnc(NCCCNS(=O)(=O)c3ccc(F)cc3)n2)c1	45	1.9*	-8.4*	-18*	9.0*	-8.5*	7.5*	-30*
CCNc1cc(-c2cccc(OC(F)(F)F)c2)nc2ccc(N3CCCC3)cc12	15	13	3.3*	2.5*	6.5*	-35*	4.3*	-2.1*
O=c1[nH][n+](-c2ccc(Cl)cc2)no1	71	55	58	44	·	93	10	79
C=C(C)[C@@H]1CC[C@]2(C(=O)N3CCN(CC)CC3)CC[C@]3(C)[C@H](CC[C@@H]4[C@@]5(C)C/C(=C/c6cccc(I)c6)C(=O)C(C)(C)[C@@H]5CC[C@]43C)[C@@H]12	100	100	94	108	·	94	97	107
Cc1cnc2ccc(Oc3ccccc3-c3ccccc3)nn12	109	103	93	107	89	108	101	106
NS(=O)(=O)c1cnccc1-n1ccc(=O)c(S(N)(=O)=O)c1	94	88	89	77	87	·	84	60
N#Cc1c(NCc2ccc(Br)cc2)sc2c1CCCC2	104	99	91	87	110	100	88	96
O=C(c1ccccc1)C1C(=O)c2ccccc2C1=O	99	104	97	105	·	101	110	104
CCCCCCCCCC(=O)Oc1ccc(/C(=C(/C)Cc2cccc(OC)c2)c2ccc(OCCN3CCCC3)cc2)cc1	108	88	37	104	94	84	75	88
CC(C)=C1C(=O)N(c2ccccc2)N(c2ccccc2)C1=O	95	109	101	110	·	123	·	113
CC(=O)c1ccccc1Nc1ccnc2cc(Cl)ccc12	83	93	82	·	117	110	96	83
CC[N+](C)(CC)CC[N+]1(C)Cc2c(Cl)c(Cl)c(Cl)c(Cl)c2C1	92	121	94	109	127	63	116	108
CCOc1ccc(N(CCN(C)C)C(=O)C(c2ccccc2)c2ccccc2)cc1	53	86	85	62	58	69	71	75
CC/C(=N\N=C(/CC)c1ccc(Cl)cc1)c1ccc(Cl)cc1	95	99	98	102	109	112	103	90
N#Cc1cn(Cc2ccco2)c(=O)[nH]c1=O	96	123	100	149	136	113	82	109

The list goes on, starting with the last 4 of the part before.
structure	MDA-MB-231	CCRF-CEM	MCF7	MOLT-4	SR	MDA-MB-468	K-562	RPMI-8226
CC[N+](C)(CC)CC[N+]1(C)Cc2c(Cl)c(Cl)c(Cl)c(Cl)c2C1	92	121	94	109	127	63	116	108
CCOc1ccc(N(CCN(C)C)C(=O)C(c2ccccc2)c2ccccc2)cc1	53	86	85	62	58	69	71	75
CC/C(=N\N=C(/CC)c1ccc(Cl)cc1)c1ccc(Cl)cc1	95	99	98	102	109	112	103	90
N#Cc1cn(Cc2ccco2)c(=O)[nH]c1=O	96	123	100	149	136	113	82	109
O=C1NC(=O)C2(N1)c1ccccc1-c1ccccc12	102	73	100	105	102	106	109	·
CS(=O)(=O)c1ccc(-n2nc(C(=O)N3CCC(Cc4ccccc4)CC3)cc2-c2ccccc2)cc1	82	87	91	76	82	110	80	60
COc1ccc(-c2ccc(-c3ccccc3N)c3[nH]c4ccccc4c23)cc1	82	87	70	59	87	105	74	80
COc1ccc(Nc2ncnc3ccc(-c4cncc(NS(=O)(=O)c5cccc(F)c5)c4)cc23)cc1Cl	66	53	38	72	60	37	96	84
COc1cc2ncnc(Nc3cc(=O)[nH]c(SC)n3)c2cc1OC	84	·	88	96	80	91	100	87
CC(C)c1ccc(C(=O)OCc2ccccc2)cc1	110	94	95	82	90	107	90	93
CC(=O)[C@@H]1CC[C@]2(C#N)CC[C@]3(C)[C@H](CC[C@@H]4[C@@](C)(CCC#N)[C@H](C(C)=O)CC[C@]43C)[C@@H]12	63[100 µM]	23[100 µM]	40[100 µM]	26[100 µM]	42[100 µM]	65[100 µM]	48[100 µM]	38[100 µM]
CCOC(=O)c1cc(-c2cccnc2)nc2ccccc12	80	99	87	102	107	99	92	103

Complete entries, quoted from the list:
COc1ccc(Nc2ncnc3ccc(-c4cncc(NS(=O)(=O)c5cccc(F)c5)c4)cc23)cc1Cl as listed: MDA-MB-231 = 66; CCRF-CEM = 53; MCF7 = 38; MOLT-4 = 72; SR = 60; MDA-MB-468 = 37; K-562 = 96; RPMI-8226 = 84
CS(=O)(=O)c1ccc(-n2nc(C(=O)N3CCC(Cc4ccccc4)CC3)cc2-c2ccccc2)cc1 as listed: MDA-MB-231 = 82; CCRF-CEM = 87; MCF7 = 91; MOLT-4 = 76; SR = 82; MDA-MB-468 = 110; K-562 = 80; RPMI-8226 = 60

More results
structure	MDA-MB-231	CCRF-CEM	MCF7	MOLT-4	SR	MDA-MB-468	K-562	RPMI-8226
CCCCCCCCCCCCCC/C=C\C(CC(=O)O)C(=O)O (configuration not stated)	102	4.6*	105	115	·	·	154	113
O=C(Nc1ccc(OS(=O)(=O)c2ccccc2)cc1)C1CCCCCCC1	94	85	83	88	81	99	53	86
O=C(Nc1ccc([N+](=O)[O-])cc1Cl)c1cc(Cl)ccc1O	-31*	9.3*	3.1*	-6.3*	-3.7*	-24*	3.4*!	1.9*
COc1cccc(C(=O)C(CCC#N)c2ccccc2)c1 (configuration not stated)	105	97	99	·	·	110	·	100
CC(C)CCSc1nc(-c2ccc(F)cc2)c(C#N)c(N2CCOCC2)n1	87	91	91	73	79	111	82	89
COc1cc(C(=O)c2cc(C(=O)/C=C/c3ccccc3)c3c(C)cccn23)cc(OC)c1OC	46	19	16	38	22	16	48	17
